POLK inh – inhibitors of human DNA polymerase kappa | Q9UBT6 | purified Pol kappa, fluorescent DNA synthesis assay, 10 min | Potency, µM (titrated, usually from 107 µM), without a hit: at the highest dose activity, negative = inhibition, actives largely listed as inhibitors | hit rate 0.53% among 400,000 | AID 588579; note: potency is the fitted concentration of half-maximal effect; % is set by controls: 0 for no effect and ±100 for the full control effect
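Kinetic fluorescence readout at 0 and 10 min followed reaction start with substrate at 50 nM final. Beforehand, enzyme (10 nM Pol kappa) stood 15 min with compound at room temperature; buffer-only wells were negative controls.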
Glioma ERSR ind – inducers of ER stress response in human glioma cells. U87-MG GRP78 promoter luciferase reporter, 16 h. Potency, µM, without a hit: at the top dose activation, hits mostly activators. hit rate 0.02% among 420,000; note: potency is the fitted concentration of half-maximal effect; series mostly up to about 76 µM; % of control where 0% means no effect; nearly all actives have a fitted effect of over 35% in size
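ERSR induction read as luciferase luminescence (Bright-Glo, 10 min at room temperature) in stably transfected human U87-MG glioma cells exposed to compounds for 16 h, using GRP78 as sensor.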
Apoferritin bind – binds horse apoferritin like a general anesthetic. apoferritin/1-aminoanthracene competitive binding, fluorescence. Potency, µM (doses to about 77.5 µM), without a hit: at the top dose activity change, negative = displacement, usual class: inhibitors. hit rate 0.074% among 350,000. P02791; note: potency is the fitted concentration of half-maximal effect; % is set by controls: 0 for no effect and ±100 for the full control effect; nearly all actives have a fitted effect of over 20% in size
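Horse-spleen apoferritin (10 uM) in 50% saturated 1-aminoanthracene in PBS was incubated 10 min at room temperature with compound. Fluorescence (ex 380, em 535 nm) was normalized to free and bound 1-AMA, with concentration-response fitted by a four-parameter Hill equation.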
BLM helicase inh – inhibitors of human Bloom syndrome helicase BLM; P54132; recombinant BLM DNA unwinding, fluorescence dequenching; Potency, µM (titrated, usually from 56.1 µM), without a hit: top-dose activity change, negative = inhibition, usual class: inhibitors; hit rate 0.2% among 350,000;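 note: potency is the fitted concentration of half-maximal effect; plate controls were vehicle for no effect and no enzyme for full effect; nearly all actives have a fitted effect of over 35% in size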
POLB inh – inhibitors of human DNA polymerase beta. P06746. Pol beta primer extension/strand displacement, fluorescence kinetic. Potency, µM (top dose mostly 114 µM), for the others: top-dose activity change, negative = inhibition, usual class: inhibitors. hit rate 1.3% among 340,000. AID 485314; note: potency is the fitted concentration of half-maximal effect; % is set by controls: 0 for no effect and ±100 for the full control effect
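10 nM enzyme + cpd, 15 min RT; start with substrate 50 nM final; read 0 min and after 10 min RT. Corrected, normalized data; 4-parameter Hill curve fit.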
Pol eta inh – DNA polymerase eta (human) inhibition | Q9Y253 | recombinant Pol eta, fluorescent DNA replication assay | Potency, µM (doses to about 114 µM), without a hit: at the top dose activity change, negative = inhibition, usual class: inhibitors | hit rate 1.2% among 390,000; note: potency is the fitted concentration of half-maximal effect; % is set by controls: 0 for no effect and ±100 for the full control effect
Target sequence (Q9Y253 whole entry, looked up): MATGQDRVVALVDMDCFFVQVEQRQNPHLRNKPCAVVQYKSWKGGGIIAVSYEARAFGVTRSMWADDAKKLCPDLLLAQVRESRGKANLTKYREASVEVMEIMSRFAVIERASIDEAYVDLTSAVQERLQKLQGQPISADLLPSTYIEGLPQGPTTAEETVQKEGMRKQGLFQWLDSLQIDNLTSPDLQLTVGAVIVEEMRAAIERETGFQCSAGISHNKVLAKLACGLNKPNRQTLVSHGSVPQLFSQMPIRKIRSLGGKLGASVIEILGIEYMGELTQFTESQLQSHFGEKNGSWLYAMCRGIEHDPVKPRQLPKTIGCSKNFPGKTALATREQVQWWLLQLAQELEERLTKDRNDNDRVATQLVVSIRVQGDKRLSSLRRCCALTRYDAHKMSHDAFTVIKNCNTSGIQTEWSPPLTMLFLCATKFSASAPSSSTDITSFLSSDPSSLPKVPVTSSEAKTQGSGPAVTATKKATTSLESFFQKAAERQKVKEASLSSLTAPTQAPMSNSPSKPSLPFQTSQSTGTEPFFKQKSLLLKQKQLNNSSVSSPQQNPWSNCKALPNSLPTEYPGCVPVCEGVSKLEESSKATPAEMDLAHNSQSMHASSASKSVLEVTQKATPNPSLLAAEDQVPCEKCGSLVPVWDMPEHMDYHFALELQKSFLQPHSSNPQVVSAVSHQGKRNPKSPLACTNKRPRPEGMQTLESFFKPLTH
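Fluorescent replication assay: 50 nM final substrate added after a 15 min room-temperature compound preincubation with 10 nM enzyme. Signal taken at 0 min and again at 10 min.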
POLI inh – DNA polymerase iota (human) inhibition; hit rate 1% among 390,000; Potency, µM (doses to about 115 µM), without a hit: at the highest dose activity, negative = inhibition, hits mostly inhibitors; Pol iota fluorescent replication assay, 10 min; note: potency is the fitted concentration of half-maximal effect
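Pol iota at 10 nM preincubated 15 min with compounds at room temperature; reaction started with fluorescent substrate, 50 nM final. Fluorescence read kinetically at 0 and 10 min; buffer-only wells as negative control.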
LDHA inh – blocks human lactate dehydrogenase A; P00338; purified LDHA, NADH/diaphorase-resazurin fluorescence; active compounds read low; activity change, % (values are at about 110 or 230 µM); hit rate 0.15% among 480,000; AID 1347041; in the data active = activity change below about -30%; inconclusive = mostly about -25% to -30%;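 note: plate controls were DMSO wells for no effect and wells without enzyme for full effect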
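LDH5 2 nM; NADH 0.06 mM, pyruvate 0.2 mM; 200 mM Tris pH 7.4, EDTA, Tween-20; 5 min RT. Detection: diaphorase 0.133 mg/mL + resazurin 37 µM, fluorescence ex540/em590 at 0 and 20 min; normalized to enzyme-free and DMSO wells.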
APEX1 inh – APE1 (human) endonuclease inhibition. P27695. recombinant APE1, TAMRA/BHQ-2 abasic DNA cleavage fluorescence. Potency, µM (top dose mostly 65.8 µM), for inactives: at the top dose activity change, negative = inhibition, actives largely listed as inhibitors. hit rate 0.35% among 350,000;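 note: potency is the fitted concentration of half-maximal effect; plate controls were vehicle for no effect and reference inhibitor for full effect; nearly all actives have a fitted effect of over 55% in size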
Target sequence (P27695 whole entry, looked up): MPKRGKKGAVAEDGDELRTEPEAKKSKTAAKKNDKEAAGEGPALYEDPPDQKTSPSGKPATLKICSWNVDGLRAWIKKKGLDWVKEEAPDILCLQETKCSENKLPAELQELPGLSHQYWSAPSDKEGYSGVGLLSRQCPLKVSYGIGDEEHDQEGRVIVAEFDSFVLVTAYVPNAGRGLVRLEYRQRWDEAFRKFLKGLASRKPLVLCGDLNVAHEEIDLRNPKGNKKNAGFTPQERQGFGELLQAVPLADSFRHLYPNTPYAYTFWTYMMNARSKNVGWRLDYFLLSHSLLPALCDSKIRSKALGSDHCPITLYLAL
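APE1 at 0.75 nM final was preincubated with compound 15 min at room temperature, then 50 nM double-stranded THF abasic-site substrate (5'-TAMRA/3'-BHQ-2) was added. Fluorescence (ex 525/em 598 nm) was read kinetically; third-minus-first read gave activity.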
Numbers without * were called inactive; ? = inconclusive; . = not tested or not shown; [ ] = dose if it differs, or a comment. Unless noted, calls come from the whole dose curve; as a rule, active = well fitted curve in the direction sought with a large enough effect; inconclusive = small, poorly fitted or top-dose-only effect, or another doubt; inactive = no such curve, though single readings can be large; an effect the other way counts as inactive or inconclusive.

Molecule,POLK inh,Glioma ERSR ind,Apoferritin bind,BLM helicase inh,POLB inh,Pol eta inh,POLI inh,LDHA inh,APEX1 inh
Cn1c(CNC(=O)CSc2n[nH]c(-c3ccccc3)n2)nc2ccccc21,-7%[60.1 µM],-4%,-12%,0%,16%,-16%,-1%,-3,.
COCCCN1C(=O)c2[nH]nc(-c3ccccc3O)c2C1c1ccc(OC)cc1 (stereo not given),0%,9%,-11%,-2%,0%,-22%,14%,0,.
COc1ccc(C(=O)CCC(=O)Nc2ccc(N3CCN(C)CC3)cc2)cc1OC,-1%,-1%,.,.,.,-9%,-10%,-9,9%
CC1CCN(S(=O)(=O)c2ccc3c(c2)c(=O)c(C(=O)NCc2cccs2)cn3C)CC1,-5%,-5%,3%,-1%,-28%,-22%,15%,-8,?
Cc1nn(Cc2cccc(C(=O)NC3CCCCC3)c2)c(C)c1Cl,-11%,7%,?,-4%,29%,-7%,1%,0,21%
COc1ccccc1/C=N/OCc1cc(C(C)=O)ccc1OC,-8%,-3%,-15%,-10%,14%,-22%,119%[activator],-5,-17%
NS(=O)(=O)c1cc(C(=O)OCC(=O)NC2CCCCCCC2)ccc1Cl,-7%,0%,.,.,.,-14%,15%,-1,-2%
CC(=O)n1cc([C@@H]2C=C(C(=O)N3CCN(Cc4ccc5c(c4)OCO5)CC3)O[C@H](OCc3ccc(CO)cc3)C2)c2ccccc21,-8%,-2%,-9%,0%,-14%,4%,-18%,-5,-1%
Cc1ccc(-c2nc3ccccc3n2C)o1,-12%,-2%,?,0%,-2%,0%,27%,0,-1%
NC(=O)c1nsnc1-c1ccccc1O,-5%,-4%,16%,-5%,9%,-14%,5%,1,-11%
C=CC(C)(C)c1c(O)c(CC=C(C)C)c(O)c2c(=O)c3ccc(O)c(O)c3oc12,-17%,-8%,.,.,.,-5%,-14%,2,.
COc1ccc(C(=O)N2CCCN(C)CC2)cc1S(=O)(=O)N(C)Cc1ccccc1,1%,-2%,.,.,.,-7%,14%,-8,12%
Cc1ccccc1CNC(=O)c1ccc(CN2CC(=O)N3CCCCC3C2=O)cc1 (stereo not given),-20%,-3%,-7%,-2%,6%,2%,8%,-1,.
COc1ccc(C2/C(=C(/O)c3ccc4c(c3)CC(C)O4)C(=O)C(=O)N2CCCN2CCOCC2)cc1 (stereo not given),-11%,-1%,-13%,-1%,-7%,10%,15%,0,-6%
O=C(CS(=O)(=O)Cc1ccccc1)Nc1nc2c(s1)CCCC2,-1%,4%,-14%,-7%,?,-15%,?,-2,2%
Cc1ccc(CSCCC(=O)N2CCN(c3cc(C)ccc3C)CC2)cc1,1%[60.1 µM],-2%,195%[activator],-8%,0%,-20%,10%,7,.
Cc1cc(C)c(C(=O)COc2cccnc2[N+](=O)[O-])cc1C,-25%,-17%,?,-26%,?,?,-27%,17,?
c1ccc(CN2CCOCCOCCOCCOCCOCCOCC2)cc1,9%,-4%,-4%,-1%,1%,-8%,-18%,0,25%
Cc1ccccc1OCCC(=O)OCC(=O)NC(=O)c1ccccc1,-14%,-1%,.,.,.,-10%,55%[activator],-10,-5%
NC(=O)C1CCN(C(=O)C(=O)c2cn(CC(=O)N3CCCCCC3)c3ccccc23)CC1,-8%,-1%,-9%,-1%,7%,3%,32%[activator],0,2%

For convenience, part of the list above:
Molecule,POLK inh,Glioma ERSR ind,Apoferritin bind,BLM helicase inh,POLB inh,Pol eta inh,POLI inh,LDHA inh,APEX1 inh
Cc1ccccc1CNC(=O)c1ccc(CN2CC(=O)N3CCCCC3C2=O)cc1 (stereo not given),-20%,-3%,-7%,-2%,6%,2%,8%,-1,.
COc1ccc(C2/C(=C(/O)c3ccc4c(c3)CC(C)O4)C(=O)C(=O)N2CCCN2CCOCC2)cc1 (stereo not given),-11%,-1%,-13%,-1%,-7%,10%,15%,0,-6%
O=C(CS(=O)(=O)Cc1ccccc1)Nc1nc2c(s1)CCCC2,-1%,4%,-14%,-7%,?,-15%,?,-2,2%
Cc1ccc(CSCCC(=O)N2CCN(c3cc(C)ccc3C)CC2)cc1,1%[60.1 µM],-2%,195%[activator],-8%,0%,-20%,10%,7,.
Cc1cc(C)c(C(=O)COc2cccnc2[N+](=O)[O-])cc1C,-25%,-17%,?,-26%,?,?,-27%,17,?
c1ccc(CN2CCOCCOCCOCCOCCOCCOCC2)cc1,9%,-4%,-4%,-1%,1%,-8%,-18%,0,25%
Cc1ccccc1OCCC(=O)OCC(=O)NC(=O)c1ccccc1,-14%,-1%,.,.,.,-10%,55%[activator],-10,-5%
NC(=O)C1CCN(C(=O)C(=O)c2cn(CC(=O)N3CCCCCC3)c3ccccc23)CC1,-8%,-1%,-9%,-1%,7%,3%,32%[activator],0,2%

(next part)
Molecule,POLK inh,Glioma ERSR ind,Apoferritin bind,BLM helicase inh,POLB inh,Pol eta inh,POLI inh,LDHA inh,APEX1 inh
CC(C)OC(=O)c1cccnc1SCc1cc(=O)n2ccccc2n1,-17%,1%,-12%,0%,?,-3%,19%,-3,-10%
O=C(c1cccc([N+](=O)[O-])c1)N1CCN(C(=O)c2ccco2)CC1,-3%,-2%,-2%,-4%,32%,-8%,103%[activator],-4,12%
Cc1ccc(C)c(S(=O)(=O)n2nc(C)c(S(=O)(=O)N3CCC(C)CC3)c2C)c1,-12%[60.1 µM],-2%,-13%,3%,-2%,?,?,-2,.
Cc1cc(Cl)ccc1OCCCC(=O)NCCN1C(=O)S/C(=C\c2cccnc2)C1=O,1%,6%,?,-20%,1%,?,21%,4,8%
COC(=O)c1c(NC(=O)Cc2ccccc2)sc(C)c1C,-8%,0%,-16%,-7%,17%,-8%,-4%,-2,12%
CCN1C(=O)C(=O)N(CC(=O)Nc2ccccc2OC(F)F)C1=O,1%,0%,.,.,.,-16%,38%,1,1%
CCN(CC)S(=O)(=O)c1cccc(NC(=O)COC(=O)CCc2nc3ccccc3s2)c1,-11%,2%,-5%,-9%,24%,-21%,2%,-4,-5%
COc1ccc(C(=O)c2ccccc2)c(OCC(=O)N(C)C)c1,-5%,-6%,-4%,0%,?,-11%,-7%,-1,-3%
Cc1nc(SCC(=O)NCCN2C(=O)CSC2=O)nc(C)c1C,3%,-1%,.,.,.,-2%,15%,-9,24%
CCCCCCP(=O)(O)c1ccccc1,1%,-5%,-10%,1%,1%,1%,19%,1,-1%
Cc1noc(C)c1CSc1nnc(-c2cccnc2)n1C1CCCCC1C (stereo not given),0%,0%,-11%,2%,3%,-3%,28%,-8,-3%
CC1CC=CC2C1C(=O)N(Cc1ccccc1)C2c1ccoc1 (stereo not given),-19%,4%,-7%,1%,.,.,?,.,4%
COc1ccc(OC)c(S(=O)(=O)N2Cc3ccccc3CC2C(=O)O)c1 (stereo not given),3%,-1%,-3%,-1%,-1%,1%,15%,-9,3%
Cc1cc(NC(=O)C2CCN(S(=O)(=O)c3cnc[nH]3)CC2)ccc1Br,13%,-3%,-10%,-6%,88%,-11%,-8%,-3,1%
O=C(CC(C(=O)O)c1ccc(Cl)cc1Cl)c1ccc(Cl)cc1 (stereo not given),3%,-2%,42%[activator],0%,15%,-20%,25%,-3,-1%
COc1cc(/C=C/C(=O)OCC(=O)Nc2sc3c(c2C#N)CCC(C)C3)ccc1OCC#N (stereo not given),-3%,-1%,-12%,-7%,-1%,-3%,63%[activator],-9,1%
O=C(NCCC1=CCCCC1)C1CCN(S(=O)(=O)c2ccccc2C(F)(F)F)CC1,-2%,-5%,.,.,.,-17%,-7%,-2,32%
COc1cc(/C=C2\C(=N)N3N=C(S(C)(=O)=O)SC3=NC2=O)ccc1OC(=O)c1ccco1,-41%,-2%,7%,-11%,-13%,22µM*,20µM*,-3,?
CCc1cc(C(=O)N2CCCC(C(=O)c3ccc(OC)c(F)c3)C2)n(C)n1 (stereo not given),-4%,-2%,-11%,-2%,38%,0%,6%,-8,-5%
CCCCN1CC(COCc2ccccc2)Oc2cccc(Oc3ccccc3)c2S1(=O)=O (stereo not given),-4%,-3%,.,.,.,-12%,-13%,0,.
CCOC(=O)N1CCN(CCc2ccccc2)CC1,-26%,-1%,2%,-2%,15%,-24%,10%,-1,25%
Cc1ccccc1C(=O)N1CCN(C(c2ccccc2)c2ccccc2)CC1,-26%,-4%,-2%,-14%,-15%,-14%,?,2,-6%
CC1=C(C(=O)OC(C)C)C(c2ccccc2Cl)CC(=O)N1 (stereo not given),-10%,-2%,3%,3%,4%,-8%,?,-1,-1%
O=C(CSc1ccccc1)Nc1cccc(S(=O)(=O)N2CCCCC2)c1,-3%,-13%,.,.,.,-21%,6%,0,1%
Cc1ccc(NC(=O)c2ccco2)c(NC(=O)C2CCCO2)c1 (stereo not given),10%[60.1 µM],-2%,-5%,-4%,40%,-19%,-12%,-3,-7%
NC(=O)c1ccc(NC(=O)C2CC(=O)N(c3ccc4c(c3)OCCO4)C2)cc1 (stereo not given),-6%,0%,.,.,.,-7%,11%,-7,-8%
C=Cc1ccc2c(c1)OCCOCCOCCOCCOCCO2,5%,-1%,-11%,-2%,52%,?,?,-2,-11%
CCOc1cc(C(=O)NC(C)CCc2ccccc2)cc(OCC)c1OCC (stereo not given),11%,-2%,-11%,-3%,87%,-12%,-9%,2,7%
O=c1cc(-c2ccc(O)cc2O)oc2ccccc12,-11%[19.4 µM],3%,.,2%,.,.,.,.,-4%
COc1ccc(NC(=O)N2CCOCC2)cc1OC,9%,-4%,-6%,0%,26%,-11%,4%,6,-1%
CCn1c2ccccc2c2cnc(N=CN(C)C)c(C#N)c21,-14%,-4%,6%,2%,5%,-25%,11%,-6,-3%

This is a subset; count on the stated rates, not on these rows.
